Screening data as filed in PubChem.
OPRM1-OPRD1 inv – mu-delta opioid heterodimer inverse agonism; cell-based MOR-DOR heterodimer luminescence; inhibition, % at 9.3 µM; 340,000 compounds, 0.21% hits; AID 504357; in the data active = inhibition above about 22%, passing the limit was not always enough;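 also: 0% = cells with DMSO and 100% = wells without cells with DMSO; values of inactives mirror those of a sister screen read the other way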
Target sequence (P35372 whole entry, looked up): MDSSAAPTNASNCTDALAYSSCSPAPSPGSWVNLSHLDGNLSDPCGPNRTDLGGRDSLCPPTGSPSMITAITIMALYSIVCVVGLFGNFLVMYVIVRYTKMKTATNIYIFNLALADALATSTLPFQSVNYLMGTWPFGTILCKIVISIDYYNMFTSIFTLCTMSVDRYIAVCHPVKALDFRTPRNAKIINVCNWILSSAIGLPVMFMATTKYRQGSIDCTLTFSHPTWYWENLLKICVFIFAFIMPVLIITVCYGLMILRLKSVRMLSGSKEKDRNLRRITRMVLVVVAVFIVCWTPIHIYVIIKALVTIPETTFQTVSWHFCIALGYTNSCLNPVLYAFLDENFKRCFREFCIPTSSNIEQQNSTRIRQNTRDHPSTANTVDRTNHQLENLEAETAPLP
Target sequence (P41143 whole entry, looked up): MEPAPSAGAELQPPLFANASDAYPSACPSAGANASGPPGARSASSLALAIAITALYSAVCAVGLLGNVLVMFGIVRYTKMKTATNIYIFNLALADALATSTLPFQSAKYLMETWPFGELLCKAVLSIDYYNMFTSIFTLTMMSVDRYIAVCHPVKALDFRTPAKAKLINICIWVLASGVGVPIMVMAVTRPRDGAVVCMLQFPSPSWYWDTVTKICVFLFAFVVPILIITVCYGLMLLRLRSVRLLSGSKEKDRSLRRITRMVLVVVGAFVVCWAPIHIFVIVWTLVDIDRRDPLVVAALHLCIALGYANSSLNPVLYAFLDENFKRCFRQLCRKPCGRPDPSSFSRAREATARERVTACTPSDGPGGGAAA
MOR-DOR ag – agonists of human mu-delta opioid receptor heterodimerization; P35372+P41143; cells, OPRM1-OPRD1 heterodimerization, luminescence; activation, % at 9.3 µM; 340,000 compounds, 0.3% hits; AID 504326; in the data active = activation above about 18%;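 also: 0% = vehicle-treated cells and 100% = reference agonist; values of inactives mirror those of a sister screen read the other way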
Pemphigus Ab inh – blocks pemphigus antibody binding to human desmoglein-3. P32926. DSG3-coupled beads, scFv-anti-DSG3-GFP binding, flow cytometry; active compounds read low. binding (percent of control), % at 10 µM. 310,000 compounds, 0.48% hits. AID 588358;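 active = binding more than 3 SD below its plate's average and above zero; inconclusive = below that plate limit but binding exactly zero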;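 also: hits lower antibody fragment binding to DSG3; some compounds called inactive have numbers as strong as hits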
AddAB inh – less growth of phage-infected E. coli with AddAB | E. coli expressing H. pylori AddAB, absorbance growth | inhibition, % at 11.9 µM | 330,000 compounds, 0.29% hits | AID 435030; in the data active = inhibition above about 12%;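 also: 0% = vehicle wells of infected cells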
E coli growth – bacterial growth inhibition, counter-screen for AddAB inhibitors; inhibition, % at 11.9 µM; AID 449728; 330,000 compounds, 0.27% hits; E. coli V3065 growth, OD600 absorbance, 18 h;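 active = inhibition above the campaign's mean inhibition across all tested compounds plus 3 SD, cut at about 9.9% in these data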;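 also: uninfected addAB+ strain grown without phage in ampicillin broth; 0% = DMSO wells and 100% = ciprofloxacin 0.95 µg/ml wells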
Arr AP2 block – blocks beta-arrestin peptide binding to AP2 adaptin | 340,000 compounds, 0.31% hits | inhibition, % at 10 µM | AID 504490 | FITC-arrestin peptide / GST-AP2 beads, flow cytometry; AP2 beta2 appendage carries R879A mutation;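 active = inhibition above a set limit, near 3 SD of compounds lacking own fluorescence, cut at about 54% in these data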;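 also: plate controls were DMSO wells for no effect and 5 µM unlabelled arrestin peptide for full effect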
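System: GST-AP2 R879A bound to glutathione beads, E. coli-expressed. Also added: 50 nM FITC-arrestin peptide. Schedule: compound with beads 12 min RT, then probe 1 h RT. Signal: bead flow cytometry, FITC channel. Read-out basis: percent response.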
PfHsp90 set2 – inhibits growth of yeast expressing Plasmodium falciparum Hsp90; S. cerevisiae expressing PfHsp90, BacTiter-Glo ATP, 48 h; yeast lacking PDR1 and PDR3 efflux regulators; inhibition, % at 9.4 µM; 310,000 compounds, 0.32% hits; AID 504621;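 active = every replicate shows inhibition above about 80%, whatever the replicate mean, limit read from the data; inconclusive = mean inhibition reaches the set limit but some replicate falls short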;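 also: 0% = DMSO neutral controls and 100% = 20 µM radicicol positive controls; yeast relying on Plasmodium falciparum Hsp90 in place of its own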
PKA-R1A activ – activators of PKA-R1A complex | activation, % at 11.4 µM | P00514+P68181 | 340,000 compounds, 0.083% hits | PKA-R1A dissociation, Cy5-IP20 fluorescence polarization; scaled: DMSO 0%, 113 µM cGMP 100% | AID 504707;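 active = percent activation above the mean of all tested compounds plus 3 SD, cut at about 19% in these data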;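 also: higher means more PKAc released from R1A so a rise in polarization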
Tat transport – inhibitors of E. coli Tat protein transport; E. coli MC4100 TorA-mCherry Tat export, fluorescence; 340,000 compounds, 0.036% hits; AID 488895; inhibition, % at 10 µM;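 active = mean replicate inhibition at least 50% and at least half of replicates individually reaching 50%; inconclusive = only one of the two criteria met; inactive = neither criterion met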;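 also: exported cargo escapes ClpAP degradation while cytoplasmic cargo is degraded and loses fluorescence; 0% = median of neutral control wells and 100% = median of NaSCN control wells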
phage Ecoli inh – E. coli growth loss with phage present; growth absorbance; inhibition, % at 11.9 µM; 360,000 compounds, 0.26% hits; AID 651602; in the data active = inhibition above about 11%
SUMO Mot1 rescue – inhibitors of SUMOylation pathway: yeast Mot1-301 growth rescue | S. cerevisiae Mot1-301 growth rescue, ATP luminescence, 38.5C; percent above DMSO median, 100 means doubled | growth rescue, % at 18.8 µM | 320,000 compounds, 1% hits;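 active = every valid replicate shows activation above 250% relative to neutral control wells; inactive = the rest, any valid replicate at or below 250%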;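 also: OY570 slx delta 5 strain wells were the positive control but not used for scaling; some compounds called inactive have numbers as strong as hits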
Starred values were filed as active, the others as inactive; ? = inconclusive; · = no result given; & = joins results of further samples.

SMILES | OPRM1-OPRD1 inv | MOR-DOR ag | Pemphigus Ab inh | AddAB inh | E coli growth | Arr AP2 block | PfHsp90 set2 | PKA-R1A activ | Tat transport | phage Ecoli inh | SUMO Mot1 rescue
CCOC(=O)COc1c(OC)cc(Cl)cc1C1Nc2ccccc2C(=O)N1c1ccc(F)cc1 (stereo not drawn) | 1 | -0.1 | 107 | -0.9 | 1.4 | 34 | 1 | 4 | 4 | 1.2 | 137
O=C(O)c1cccc(NS(=O)(=O)c2ccc(C3CCCCC3)cc2)c1 | 7 | -1.3 | 106 | 2.6 | -1.2 | 5 | -12 | -14 | 22 | · | 11
O=C(N/N=C/c1c[nH]c2ccccc12)c1cccc(O)c1 | 9 | -2.0 | 104 | 1.9 | 0.7 | -3 | -16 | 13 | -2 | -0.1 | 1
CC(C)CNC(=O)CN1C(=O)NC2(CCc3ccccc32)C1=O (stereo not drawn) | 18 | -3.4 | 106 | 1.1 | -0.2 | -6 | 14 | 11 | 4 | 0.2 | 177
O=C(CN1C(=O)NC2(CCCCCC2)C1=O)c1ccc(F)cc1 | 0 | -0.1 | 101 | 1.7 | 0.6 | -6 | -23 | -14 | 6 | 2.7 | -10
O=C1/C(=C/c2c[nH]c3ccccc23)CCC/C1=C\c1c[nH]c2ccccc12 | 12 | -2.3 | 120 | 2.7 | 1.2 | 8 | 17 | 0 | 1 | 0.6 | 15
CCOC(=O)/C(=C\c1cccnc1)C(=O)c1cc(C(C)=O)c(Nc2ccccc2)s1 | 33* | -5.5 | 97 | -0.3 | -0.4 | 10 | 103* | 4 | 0 | · | ·
Cc1c(NC(=O)COC(=O)C2CC3C=CC2C3)c(=O)n(-c2ccccc2)n1C (stereo not drawn) | 12 | -2.3 | 107 | 5.0 | 1.8 | 2 | 10 | -11 | 4 | 3.3 | -2
COc1cccc(Oc2nc(-c3ccncc3)nc3ccccc23)c1 | · | · | 101 | 1.8 | -1.2 | 26 | · | · | · | 3.1 | 91
CCSc1nnc(NC(=O)c2cccc3ccccc23)s1 | -29 | 5.7 | 83 | 0.8 | -0.2 | -10 | -42 | -23 | -5 | 0.8 | 4
Cc1cccc(N(C(=O)C(F)(F)F)C(C(=O)NC2CCCCC2)c2cccs2)c1 (stereo not drawn) | -52 | 9.1 | 103 | 1.1 | 0.9 | 10 | 12 | 5 | 4 | 1.8 | -1
CCc1ccccc1N(CC(=O)NCC1CCCO1)C(=O)CCC(=O)Nc1cc(C)on1 (stereo not drawn) | 5 | -0.6 | 109 | 0.7 | 0.1 | 1 | -10 | -9 | 11 | 1.2 | -21

Entries listed above that bear a hit mark in PfHsp90 set2.
Molecule,OPRM1-OPRD1 inv,MOR-DOR ag,Pemphigus Ab inh,AddAB inh,Arr AP2 block,PfHsp90 set2,PKA-R1A activ,Tat transport,phage Ecoli inh,SUMO Mot1 rescue
CCOC(=O)/C(=C\c1cccnc1)C(=O)c1cc(C(C)=O)c(Nc2ccccc2)s1,33*,-5.5,97,-0.3,10,103*,4,0,·,·

2 compounds from above, showing only Pemphigus Ab inh and OPRM1-OPRD1 inv:
Compound | Pemphigus Ab inh | OPRM1-OPRD1 inv
O=C(CN1C(=O)NC2(CCCCCC2)C1=O)c1ccc(F)cc1 | 101 | 0
Cc1c(NC(=O)COC(=O)C2CC3C=CC2C3)c(=O)n(-c2ccccc2)n1C (stereo not drawn) | 107 | 12

The list goes on.
SMILES | OPRM1-OPRD1 inv | MOR-DOR ag | Pemphigus Ab inh | AddAB inh | E coli growth | Arr AP2 block | PfHsp90 set2 | PKA-R1A activ | Tat transport | phage Ecoli inh | SUMO Mot1 rescue
CC(C)n1c(NCc2ccccc2O)nc2ccccc21 | 2 | -0.3 | 115 | 3.7 | 1.0 | 12 | -3 | 2 | -2 | 0.8 | -2
CCOC(=O)c1c(NC(=O)Cc2cccs2)sc(C(=O)NC2CCCCC2)c1C | 6 | -1.0 | 100 | 2.2 | -1.4 | -6 | -16 | -3 | 5 | 3.7 | -13
CNC(=O)c1nc(C)n(-c2ccc([N+](=O)[O-])cc2)n1 | -7 | 1.2 | 104 | 5.6 | -1.3 | 5 | -9 | -2 | 1 | 2.4 | -13
CCOC(=O)C1CCN(C(=O)c2cc3c(OC)c(OC)c(OC)cc3[nH]2)CC1 | 2 | -0.4 | 112 | -1.6 | -1.0 | 51 | 29 | 1 | -3 | 2.3 | 4
O=C(CSc1ccccn1)Nc1ccccc1F | 3 | -0.4 | 101 | 3.4 | 1.1 | 11 | 29 | 4 | 0 | 3.1 | 556
CCO[C@@H]1OC(C(=O)NCc2ccccc2)=C[C@H](c2ccc(C(F)(F)F)cc2)[C@H]1CCCO | 2 | -0.3 | 99 | 3.1 | 0.2 | -2 | -1 | -12 | -2 | 2.9 | -8
Nn1c(SCC(=O)NC(=O)Nc2ccc3c(c2)OCCO3)nnc1C1CC1 | 0 | -0.1 | 101 | 1.9 | -2.0 | 15 | 6 | -6 | -1 | 1.5 | 5
COc1cccc(NC(=O)C(=S)NC2CCCCC2)c1 | -19 | 3.7 | 104 | 1.8 | -0.2 | 17 | -5 | -7 | 6 | 0.1 | ·
O=C(NCc1ccoc1)c1ccc(NC(=O)c2ccccc2Cl)cc1 | 6 | -1.3 | 102 | 4.1 | 1.2 | -16 | 35 | 4 | -16 | 0.5 | 276
O=C(NC1CCCCC1)C(Cc1ccccc1)N1C(=O)C2C3CCC(C3)C2C1=O (stereo not drawn) | 13 | -2.2 | 95 | 2.6 | -1.2 | 28 | 8 | -1 | -3 | 0.8 | 12
O=C(CCN1C(=O)COc2ccccc21)N1CCN(c2ccccn2)CC1 | 8 | -1.5 | 103 | 0.4 | -0.2 | -1 | -25 | 13 | 10 | 1.8 | 3
O=C(COc1ccc(S(=O)(=O)N2CCCC2)cc1)NCc1ccco1 | 14 | -2.5 | 92 | 2.7 | -1.3 | -5 | 11 | -7 | 1 | · | 163
CCOC(=O)c1cnn(-c2nc(-c3ccccc3F)cs2)c1C(F)(F)F | 0 | -0.1 | 107 | 0.2 | 0.3 | -8 | · | 0 | 11 | 1.9 | 8
COC(=O)C(C)Sc1ccc2nnc(-c3ccc(F)cc3)n2n1 (stereo not drawn) | 3 | -0.6 | 98 | -0.5 | 0.9 | 24 | 4 | -7 | 3 | · | ·
CC(=O)Nc1ccc(NC(=S)NC(=O)/C=C/c2ccco2)cc1 | 4 | -0.8 | 109 | -1.7 | -0.4 | 25 | -59 | -11 | -3 | -0.6 | -4
O=C(NCCCN1CCCC1=O)c1ccc2c(c1)OCO2 | 1 | -0.2 | 103 | -2.3 | -2.0 | -1 | · | 2 | -1 | 2.7 | 14
O=C(N/N=C/c1ccccc1[N+](=O)[O-])c1ccc(COc2ccccc2-c2ccccc2)cc1 | -10 | 1.8 | 102 | 1.6 | 0.7 | -13 | 6 | -1 | -4 | -1.0 | -5
CC(C)(C)c1cc[n+](C2=C([O-])c3ccccc3C(=O)/C2=N\S(=O)(=O)c2ccccc2)cc1 | · | · | 106 | 1.4 | 1.5 | 3 | · | · | · | 1.8 | 18
Cc1ccccc1OCc1nc2ccccc2c(=O)n1/N=C/c1ccco1 | -10 | 1.9 | 94 | -2.9 | -1.9 | 1 | -11 | 3 | 0 | 1.7 | -24
Cc1cccc(-n2c(N)cc(=O)nc2SCC(=O)NC2CCCCC2)c1 | 21 | -3.7 | 101 | 1.6 | 0.4 | -6 | -5 | -5 | -2 | · | 9
CCCCNC(=O)C1CCC(=O)N1CCc1ccccc1 (stereo not drawn) | 9 | -2.0 | 111 | -0.5 | -1.2 | -3 | -1 | 4 | 2 | -1.5 | 2
CCCCc1c(O)nc(SCC(=O)c2ccccc2)[nH]c1=O | 4 | -0.9 | 101 | 0.6 | 2.4 | 11 | -2 | -16 | ? | -0.7 | -6
CCOC(=O)c1[nH]c2ccc(F)cc2c1NC(=O)CCN1CCSCC1 | -3 | 0.6 | 106 | 2.5 | -1.6 | 7 | -15 | -1 | 3 | 2.4 | -29
COc1cc2c(cc1OC)C(COc1cccc(C(F)(F)F)c1)NCC2 (stereo not drawn) | 7 | -1.3 | 100 | 2.4 | 2.8 | 1 | 1 | -8 | -7 | 0.6 | -6
COc1c(C)cc(C(=O)C2CCCN(C(=O)CCCn3cncn3)C2)cc1C (stereo not drawn) | 12 | -2.4 | 88 | 1.4 | 0.9 | 25 | -10 | -10 | 1 | 0.6 | -21
COc1ccc(N(CC(=O)N2CCN(c3ccccc3F)CC2)S(=O)(=O)c2c(C)noc2C)cc1 | 8 | -1.5 | 101 | 1.5 | 0.9 | -15 | 9 | -4 | -4 | 1.9 | 21
N#C/C(=C(/O)c1ccco1)c1nc2ccccc2s1 | -9&-11 | 1.7&1.8 | 100 | 4.8&9.5 | 4.5&3.5 | 15&10 | 20&10 | 2&2 | -2&-9 | 5.5&3.8 | -19&-29
CC(C)CCNC(=O)CNC(=S)N(Cc1ccccc1)Cc1cccnc1 | 14 | -2.7 | 101 | 5.4 | 0.3 | -35 | -11 | -8 | 4 | 5.7 | 6
CC(=O)c1ccc(NC(=O)CSc2nc(C3CC3)nc3ccccc23)cc1 | 8 | -1.1 | 99 | 2.5 | -2.1 | -3 | -5 | 2 | -5 | -2.0 | -10
Fc1ccccc1CN1CCC(Cc2ccccc2)CC1 | -1 | 0.3 | 93 | 7.0 | -1.4 | 4 | 9 | -8 | -13 | 1.9 | 14
Cc1nc([N+](=O)[O-])c(C(=O)OCc2ccccc2)n1C | 8 | -1.7 | 113 | 1.6 | 0.0 | 11 | · | 11 | -7 | 1.1 | 20
CC(NC(=O)c1cc([N+](=O)[O-])cc([N+](=O)[O-])c1)C1CC2CCC1C2 (stereo not drawn) | -61 | 8.1 | · | 1.5 | -0.1 | -11 | 26 | -13 | 1 | -3.3 | -19
CCOC(=O)C1(Cc2cccc(Cl)c2)CCCN(C(=O)c2cc(CC)on2)C1 (stereo not drawn) | -3 | 0.8 | 107 | 0.4 | -3.1 | 3 | 9 | -2 | -5 | -0.2 | -5
CCC1CCCCN1CCN1C(=O)C2C(C(=O)Nc3cccc(OC)c3)C3C=CC2(O3)C1C(=O)NC1CCCCC1 (stereo not drawn) | -12 | 1.7 | · | 0.9 | -2.0 | 12 | 10 | 0 | 4 | 0.0 | 7
O=C(Nc1ccc2nc3n(c(=O)c2c1)CCCC3)c1ccccc1[N+](=O)[O-] | 16 | -2.6 | 102 | 2.2 | 1.6 | 26 | 16 | -1 | -16 | 4.7 | 6
O=C(Oc1ccc(Br)cc1)c1cncc(Br)c1 | -12 | 2.0 | 101 | 4.5 | -2.1 | 0 | 11 | -5 | -8 | 0.1 | 35
